Compound activity deposited in PubChem BioAssay by several laboratories.
GSK3 alpha inh – inhibitors of human GSK-3 alpha kinase; P49840; ADP-Glo luminescence, 60 min; inhibition, % at 10 µM; actives 0.1% (n = 320,000);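 in the data active means inhibition above about 50%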;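 further: GST-tagged GSK-3 alpha with peptide substrate and 25 µM ATP; 0% = DMSO neutral wells and 100% = GW8510 positive control wells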
Target sequence (P49840 whole entry, looked up): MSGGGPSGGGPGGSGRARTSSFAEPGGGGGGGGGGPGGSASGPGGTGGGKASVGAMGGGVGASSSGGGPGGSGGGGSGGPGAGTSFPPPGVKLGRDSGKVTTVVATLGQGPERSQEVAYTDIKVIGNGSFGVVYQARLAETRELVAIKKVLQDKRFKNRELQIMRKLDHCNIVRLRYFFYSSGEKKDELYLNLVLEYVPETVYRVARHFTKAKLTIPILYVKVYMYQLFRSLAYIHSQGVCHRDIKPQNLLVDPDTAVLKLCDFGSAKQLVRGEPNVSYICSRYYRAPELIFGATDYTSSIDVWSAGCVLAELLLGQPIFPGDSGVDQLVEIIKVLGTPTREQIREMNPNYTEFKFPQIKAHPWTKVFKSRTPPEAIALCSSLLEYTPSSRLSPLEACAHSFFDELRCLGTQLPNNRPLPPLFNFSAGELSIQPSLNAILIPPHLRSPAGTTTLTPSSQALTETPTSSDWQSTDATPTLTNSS
AI-2 QS mod – modulates the Vibrio harveyi AI-2 quorum sensing system. Vibrio harveyi JMH597 AI-2 luminescence/OD600 ratio, 9 h; stronger effect = lower value; strain lacks LuxN and CqsS sensors; 0 = neutral-control median. activity change, % at 7.5 µM. actives 0.4% (n = 300,000). AID 2094; in the data active means activity change below about -75%, passing the limit was not always enough;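 further: luminescence divided by OD600 gain over 9 h not by final OD600 alone; inactives centre near 13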
HSF1 activator – increases HSF-1 driven luciferase reporter signal; NIH3T3-HGL HSF-1 luciferase reporter, MG132, 8 h; 100% = twice DMSO control signal; AID 504408; activation, % at 9 µM; actives 1.7% (n = 300,000);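 active means mean replicate activation of at least 50% with a set share of replicates each reaching 50%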;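 further: 0% = median of the neutral control wells and 100% = twice that signal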
KLF5 inhibitor – inhibitors of KLF5 expression | DLD-1 KLF5 promoter-luciferase reporter, luminescence | actives 0.23% (n = 290,000) | inhibition, % at 5 µM;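 active means inhibition above a per-plate limit of that plate's mean compound inhibition plus 3 SD, cut at about 60% in these data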;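 further: 0% = DMSO wells and 100% = LY294002 at 200 µM; higher means less KLF5 promoter-driven luciferase light; inactives centre near -14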
IEC-6 cytotox – IEC-6 cytotoxicity, counter-screen for KLF5 inhibitors; inhibition, % at 5 µM; luminescence viability; AID 1825; actives 0.78% (n = 290,000); in the data active means inhibition above about 22%;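 further: 0% = plate median of test compound wells and 100% = cytotoxic reference compound wells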
aSyn 5UTR inh – 5' untranslated region of α-synuclein, MLPCN primary screen; inhibition, % (tested at 7.5 µM); actives 0.82% (n = 300,000); alpha-synuclein 5'UTR reporter, inhibitor activity; AID 1813; in the data active means inhibition above about 60%;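 further: H4 neuroglioblastoma cells stably carrying SNCA 5'UTR luciferase fusion; 0% = DMSO wells and 100% = positive control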
HIF activator – HIF pathway transcriptional activation; U2OS HRE-luciferase reporter, luminescence; normalized: DMSO 0%, desferrioxamine 100%; activation, % at 7.5 µM (by protocol); actives 0.32% (n = 300,000); AID 1910;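 active means mean activation of at least 10% of the iron chelator positive control signal, with at least half of replicates also reaching 10%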
GSK3beta inhib – blocks human GSK3beta kinase activity | P49841 | activity score (negative = inhibition), % at 10 µM | actives 0.038% (n = 300,000) | GST-GSK3beta kinase, ADP-Glo luminescence, 60 min; stronger effect = lower value;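 active means more than half of replicate wells score below -50%, meaning over 50% inhibition versus plate controls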;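 further: 0% = median DMSO wells and -100% = median GW8510 positive control wells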
Target sequence (P49841 whole entry, looked up): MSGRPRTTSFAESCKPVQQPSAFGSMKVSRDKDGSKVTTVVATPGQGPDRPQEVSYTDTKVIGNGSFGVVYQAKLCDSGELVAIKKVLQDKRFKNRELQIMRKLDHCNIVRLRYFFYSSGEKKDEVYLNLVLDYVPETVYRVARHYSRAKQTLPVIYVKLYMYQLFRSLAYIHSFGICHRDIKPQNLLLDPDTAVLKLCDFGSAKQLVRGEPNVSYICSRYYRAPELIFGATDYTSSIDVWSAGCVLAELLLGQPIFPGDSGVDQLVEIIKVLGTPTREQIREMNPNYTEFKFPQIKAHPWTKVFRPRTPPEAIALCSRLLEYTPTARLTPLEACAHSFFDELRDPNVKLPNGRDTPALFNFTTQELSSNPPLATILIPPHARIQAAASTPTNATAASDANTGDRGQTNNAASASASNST
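Test system – GST-tagged human GSK3beta kinase, cell-free · Incubation – 60 min enzyme reaction, room temperature · Signal – ADP-Glo luminescence · Also added – peptide substrate and ATP at 25 µM · Controls – DMSO neutral wells and GW8510 at 20 µM as positive · Buffer or medium – Tris/MgCl2 kinase buffer · Measure – Luminescence-derived activity versus plate DMSO and GW8510 wells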
HSF1 inhib – HSF1 inhibition; NIH3T3-HGL HSE-luciferase, MG132-induced, luminescence 8 h; stronger effect = lower value; activity change, negative = inhibition, % at 7.5 µM (by protocol); actives 0.77% (n = 300,000);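 active means more than half of replicate wells show activity change below -50%, luminescence cut by over half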;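 further: luciferase reports HSF-1 transcriptional activity via heat shock element; 0% = median of DMSO wells and -100% = zero luminescence signal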
HSP90 refold inh – HSP90 refolding inhibition in rabbit reticulocyte lysate | luciferase refolding luminescence, 3 h | inhibition, % at 5.6 µM | actives 0.91% (n = 290,000);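 active means inhibition above the screen-wide mean plus 3 SD, computed separately per campaign, cut at about 16% in these data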;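 further: 0% = DMSO wells and 100% = 60 µM geldanamycin wells; inhibitors lower the luminescence because luciferase stays unfolded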
* hit, by the source's call; . = no result given. This is a subset (hit frequency here may not be typical).

SMILES | GSK3 alpha inh | AI-2 QS mod | HSF1 activator | KLF5 inhibitor | IEC-6 cytotox | aSyn 5UTR inh | HIF activator | GSK3beta inhib | HSF1 inhib | HSP90 refold inh
COc1ccc(-n2c(/C=C/c3cccc(F)c3)nc3ccccc3c2=O)c(OC)c1 | -2 | 17 | -28 | -19 | -7 | 0 | 0.6 | -6 | -16 | -5
Cc1cc(OC(=O)c2ccco2)c2c3c(c(=O)oc2c1)CCC3 | 7 | 20 | . | -23 | -8 | -2 | 0.0 | -4 | . | 0
CN1C2CCC1CC(OC(=O)c1cc(Cl)cc(Cl)c1)C2 (stereo not given) | -1 | 3 | 1 | -25 | -8 | 0 | -0.1 | 1 | -4 | -4
COc1ccc(Br)cc1CN1CCN(CCO)CC1 | -2 | 21 | -89 | -14 | 1 | 21 | -0.3 | -3 | -87* | 2
Cc1ccc(-n2c(O)c(C=NCC3CCCO3)c(=O)[nH]c2=O)c(C)c1 (stereo not given) | 2 | 9 | -20 | -24 | 6 | 7 | 0.3 | 2 | 1 | 1
CN(C)S(=O)(=O)c1cccc(C(=O)N2CCC(C(=O)O)(c3ccccc3)CC2)c1 | -3 | 23 | 1 | 14 | 0 | 8 | -0.4 | 2 | 1 | -2
Cc1nn(Cc2ccccc2)c(C)c1C(=O)OCC(=O)NCc1ccco1 | . | 28 | 11 | -6 | -6 | -14 | -0.1 | 3 | 0 | 1
C=CCn1c(O)c(Cc2ccc(OCC)cc2)c(=O)[nH]c1=O | -6 | 8 | -7 | -18 | -5 | -3 | -0.9 | 0 | -7 | 6
CC(=O)OC1C2CCC1C(N1CCCC1)CC2 (stereo not given) | 0 | 13 | -1 | -9 | -2 | -11 | -0.5 | 3 | 1 | 3
COC(=O)Cn1cc(C(=O)c2ccccc2F)c2ccccc21 | -2 | 20 | -2 | -25 | 1 | 10 | -1.6 | 2 | -5 | -5
C=CCn1c(=O)c(C=Nc2c(OC)cccc2[N+](=O)[O-])c(O)n(CCCC)c1=O | -7 | 10 | 11 | -3 | 6 | 12 | -0.5 | 0 | 0 | -1
CN1CCN(c2cccc3c2C(=O)c2ccccc2C3=O)CC1 | . | 28 | -18 | -43 | 7 | 0 | -0.3 | -2 | -25 | 19*
Cc1ccccc1C1=NCC(=S)Nc2ccc(Cl)cc21 | 1 | . | 11 | -14 | -6 | 6 | -0.1 | . | 12 | 2
CN1CCC(N2CC3CC(C2)c2cccc(=O)n2C3)CC1 (stereo not given) | 4 | 10 | 5 | 15 | -3 | -37 | -0.4 | -1 | -3 | 4
O=C1NC(=O)C(=Cc2ccc(N3CCOCC3)o2)C(=O)N1 | 2 | 14 | 0 | -19 | 2 | 6 | 0.3 | 1 | -4 | 0
Nc1cccc(N=Cc2c(O)n(Cc3ccc(F)cc3)c(=O)[nH]c2=O)c1 | -2 | 11 | -5 | -56 | -5 | 22 | -0.1 | 3 | 5 | -1
COc1cc(Cn2c(N)c(C(=O)NCc3ccco3)c3nc4ccccc4nc32)cc(OC)c1OC | 7 | 3 | 26 | 21 | 7 | -58 | 1.7 | 2 | 15 | 4
NCCc1c[nH]c2ccccc12 | 12 | . | . | -22 | -1 | . | . | . | . | -3
CC(=O)CC(c1ccccc1[N+](=O)[O-])c1c(O)c2ccccc2oc1=O (stereo not given) | -3 | 30 | 13 | -15 | -1 | 18 | 0.0 | 1 | 5 | 0
CCOc1ccc(C2SCC(=O)Nc3c2c(=O)[nH]n3C2CCCCCC2)cc1 (stereo not given) | -4 | 1 | -1 | 1 | 4 | -16 | 0.0 | -4 | -1 | 0
COc1ccc(C2=NCC(=S)Nc3ccc(Cl)cc32)cc1OC | -2 | 17 | 17 | . | . | 19 | -0.3 | 3 | 9 | .
CC1CCC(NC(=O)CNC(=S)N2CC3CC(C2)c2cccc(=O)n2C3)CC1 (stereo not given) | 0 | 23 | 11 | -29 | 1 | -13 | -0.2 | 5 | -1 | -7
CC(=O)Nc1ccc(OC(=O)N(C)C)cc1 | -2 | 17 | -3 | -34 | -2 | 11 | -0.7 | 0 | -1 | 3
CC(C)Oc1ccc(C2C(C#N)=C(N)Oc3c2c(=O)oc2ccccc32)cc1 (stereo not given) | -2 | 18 | -14 | -10 | 2 | 14 | -1.1 | -2 | -18 | 0
CCCn1ncc(C(=O)O)c1C | -3 | 27 | -4 | -10 | -5 | -15 | -0.4 | 4 | -5 | -1
Cc1cc(O)c2c3c(c(=O)oc2c1)CCC(C)C3 (stereo not given) | 1 | 9 | -1 | -41 | -1 | -2 | -1.2 | -1 | -3 | -1
COc1ccc(-n2c(/C=C/c3ccc4c(c3)OCO4)nc3ccccc3c2=O)cc1 | 1 | 33 | 9 | -12 | 12 | 10 | -0.1 | 0 | 1 | 3
COc1ccc(CCNCc2ccncc2)cc1OC | -3 | 3 | 0 | -42 | -5 | 20 | -0.4 | 8 | -11 | 0
COc1ccc(CC2C(=O)NC(=O)N(c3ccccc3)C2=O)c(OC)c1 (stereo not given) | -6 | 6 | 4 | -10 | 1 | -4 | 1.3 | 1 | -3 | -4
C/C(=N\N=C(N)N)c1ccccc1 | 4 | 8 | -1 | -27 | 2 | 1 | -0.3 | -1 | 5 | 3
O=C(Nc1cccc(Br)c1)c1c(O)c2c(n(Cc3ccccc3)c1=O)CCCC2 | -1 | 5 | 5 | 14 | 3 | -15 | 0.2 | 1 | -1 | -1
COc1ccc(N2C(=O)/C(=C/c3ccc(OC)c(OC)c3)C(=O)NC2=S)cc1 | -1 | 4 | -18 | -13 | -1 | -10 | -0.6 | 3 | -9 | -2
O=C(N/N=C/c1c(O)n(-c2cccc3ccccc23)c(=O)[nH]c1=O)c1ccncc1 | 2 | . | 5 | -19 | -2 | -3 | 0.1 | -1 | -6 | 4
C=CCn1c(O)c(C(CC)=NCc2cc(OC)cc(OC)c2)c(=O)[nH]c1=O | 1 | . | 33 | -2 | 12 | 38 | -0.3 | . | 15 | 0
O=C1/C(=C/c2cc([N+](=O)[O-])ccc2Cl)N2CCC1CC2 | 1 | 25 | 18 | -49 | -3 | -7 | 0.3 | 1 | 13 | -7
CN(C)C(=O)O/N=C(\N)COc1ccc(C(C)(C)C)cc1 | 2 | 8 | -26 | -10 | 3 | -39 | 0.3 | 1 | -21 | 1
CC(=O)CC(C)(C)n1c[n+](C)nn1 | 0 | 1 | 0 | -20 | 5 | -7 | . | 0 | 2 | 1
c1ccc2c(c1)Nc1ccccc1S2 | -2 | 13 | -1 | -26 | -3 | 12 | 0.3 | -2 | 3 | -1
Cc1nc(CCl)cc(=O)[nH]1 | -1 | 1 | 48 | -14 | 6 | -22 | -0.3 | 3 | 7 | 5
Cc1cc(C)nc(NC2=NCCS2)n1 | -2 | 65 | 32 | 18 | -2 | -27 | -0.3 | 5 | 2 | -3
Fc1cccc(C2NCCc3[nH]cnc32)c1 (stereo not given) | 0 | 12 | -13 | 1 | 2 | -18 | -1.1 | 1 | -4 | 5
Clc1ccc2c(c1)C(c1ccccc1Cl)=NCc1nnc(N3CCN(CCOc4ccccc4)CC3)n1-2 | -1 | 16 | 5 | -4 | 4 | -8 | -0.4 | -2 | 9 | 3
O=C1NC(=O)N(c2ccc(F)cc2)C(=O)/C1=C/c1ccc2c(c1)CCCN2Cc1ccccc1 | . | 23 | 1 | -6 | -4 | 9 | -2.2 | 2 | 4 | -1
Cc1ccc(C(=O)C2(C)N(O)C(C)C(c3cccs3)=[N+]2[O-])cc1 (stereo not given) | -1 | 26 | -5 | -34 | -4 | 28 | 0.0 | -2 | -4 | -1
CN1CCN(c2c[nH]c(=O)[nH]c2=O)CC1 | -1 | -2 | 22 | -17 | 0 | 7 | -0.6 | 7 | -6 | -1
O=C1NC(=O)C(=Cc2csc3ccccc23)C(=O)N1 | -2 | 12 | 5 | -32 | 2 | 9 | -0.9 | 3 | -6 | 3
CCN(CC)c1ccc(N=Cc2c(O)n(-c3ccccc3C)c(=O)[nH]c2=O)cc1 | -2 | 30 | -7 | -39 | -3 | 2 | 0.1 | 2 | -8 | 5
CCN(N=Nc1nonc1OC)c1nonc1OC | 0 | 9 | 34 | -24 | 0 | -2 | -0.3 | 1 | -2 | -1
CN1CCc2nc(N)c(C#N)c(-c3ccccc3)c2C1 | 10 | 11 | 4 | -43 | -1 | 0 | 0.0 | 2 | -1 | -2
CCOC(=O)C(O)(c1ccc(N(C)C(=O)c2ccc(Cl)c(Cl)c2)cc1)C(F)(F)F (stereo not given) | -2 | 12 | 17 | 20 | 0 | 2 | -0.1 | 1 | 2 | -5
Cc1cc(Cl)ccc1OCCCC(=O)NCc1cccs1 | 0 | 12 | -6 | 13 | 4 | -5 | 0.1 | 2 | 6 | -1
COc1cc(-n2c(=S)[nH]c3ccc(C)cc3c2=O)c(Cl)cc1Cl | . | -19 | -1 | 13 | 27* | -13 | 1.4 | -8 | 2 | 6
OCC[n+]1c2ccccc2nc2ccc(N3CCOCC3)cc21 | 5 | 54 | -24 | -12 | 8 | 33 | -1.5 | -6 | -9 | 22*
CCOC(=O)CC1=C(C(=O)OCC)C2(C(=O)N1)C(C(=O)OC)=C(N)Oc1ccccc12 (stereo not given) | -3 | 18 | -5 | -14 | 6 | 4 | -0.2 | 0 | 1 | -1
C=CCC1(CN2CCCC2=O)C(=O)NC(=O)NC1=O | -7 | 15 | -2 | 12 | 1 | -7 | -0.5 | 0 | -8 | 5
O=C(Cc1cccs1)N1CCC2(CC1)OCCO2 | 0 | 16 | 0 | 13 | -5 | -19 | 0.4 | -5 | -5 | 2
N#CC1=C(N)Oc2c(c(=O)oc3ccccc23)C1c1ccccc1OC(=O)c1cccs1 (stereo not given) | 0 | 22 | 33 | -2 | 3 | -63 | 0.0 | 2 | 8 | -2
CC(Cc1ccccc1)N1Cc2ccccc2C1 (stereo not given) | 3 | 20 | 25 | -60 | -6 | -65 | 2.8 | 0 | 3 | -4
O=[N+]([O-])c1ccc(C2[C@H]3C(c4ccccc4)=NC4(CCCCC4)N23)cc1 (stereo not given in full) | 0 | 11 | 16 | -21 | -4 | 6 | -0.7 | 0 | 1 | 0
CNC(=O)OCCc1n(C)cc[n+]1C | -1 | 23 | -7 | -2 | 2 | -6 | 0.7 | -1 | -4 | -2

Copied from the list.
COc1ccc(N2C(=O)/C(=C/c3ccc(OC)c(OC)c3)C(=O)NC2=S)cc1 in AI-2 QS mod has 4
O=C1/C(=C/c2cc([N+](=O)[O-])ccc2Cl)N2CCC1CC2 in HSP90 refold inh has -7
